Compound activity as filed in PubChem.
mouse EphA4 binding = EphA4 ligand-binding antagonists – biochemical, colorimetric, mouse EphA4, primary screen (AID 689) | EphA4-AP binding to KYL peptide, pNPP A405; higher % means a stronger effect | one-dose inhibition, % at 10 µM; IC50 in µM for titrated hits | actives 0.1% (n = 62,000); in the data active = a potency from the dose series; inactive = the rest, 99 in 100 with inhibition below about 22%
An asterisk follows results filed as active. This is a subset; rates above refer to the full screens.

For O=C(Cc1n[nH]c(=O)[nH]c1=O)N/N=C/c1ccccc1 the results were mouse EphA4 binding -2%.
`CCOC(=O)Cn1nnc2c(sc3nc4c(c(-c5ccc(Cl)cc5)c32)CCC4)c1=O` gave mouse EphA4 binding -16%.
Cc1cc(C)cc(NC(=O)Nc2ccc3c(c2)N(C)C(=O)CS3)c1 was read as mouse EphA4 binding 4%.
For COc1ccc(-c2nc(NC(=O)CSc3nnc4ccccn34)ns2)cc1 the results were mouse EphA4 binding -12%.
Screening O=C(NCCN1CCOCC1)c1cnn2c(-c3ccccc3)cc(-c3ccccc3)nc12 returned mouse EphA4 binding -9%.
`O=C(CCNS(=O)(=O)c1ccccc1F)NCc1ccc2c(c1)OCO2` gave mouse EphA4 binding -3%.
`CC1=C(C(N)=O)C(c2ccccc2F)NC(=O)N1` (stereo unspecified) gave mouse EphA4 binding 9%.
COc1ccc(N(CC(=O)Nc2ccc(OC)c(Cl)c2)S(=O)(=O)c2c(C)noc2C)cc1 was read as mouse EphA4 binding -6%.
Screening CS(=O)(=O)N1CCN(Cc2ccc(Cl)cc2)CC1 returned mouse EphA4 binding -11%.
For O=C1CCCc2nc(N3CCc4ccccc43)ncc21 the results were mouse EphA4 binding 0%.
Cc1ccc(S(=O)(=O)C/N=C(/NC(=S)N(c2ccccc2)c2ccccc2)c2ccccc2)cc1 was read as mouse EphA4 binding -19%.
O=C(O)COc1ccc2c(=O)c(Oc3ccccc3Br)coc2c1 was read as mouse EphA4 binding -3%.
`CC1(C)OC(=O)N(Cc2ccco2)C1(C)O` (stereo unspecified) gave mouse EphA4 binding -15%.
For Cc1nn(C(=O)c2cccc([N+](=O)[O-])c2)c(C)c1Sc1ccccc1 the results were mouse EphA4 binding -12%.
For CCOC(=O)c1sc(NC(=O)Nc2ccc(Cl)cc2)nc1C the results were mouse EphA4 binding 0%.
`CCc1nc(N2CCN(Cc3ccc4c(c3)OCO4)CC2)c2oc3ccccc3c2n1` gave mouse EphA4 binding -3%.
For CCN(C(=O)c1cc2ccccc2oc1=O)c1cccc(C)c1 the results were mouse EphA4 binding -13%.
`COc1ccc(C2=NOC(C(=O)NC(C)C)C2)cc1` (stereo unspecified) gave mouse EphA4 binding -6%.
Screening CCOC(=O)c1[nH]cnc1C(=O)NCc1ccccc1 returned mouse EphA4 binding -1%.
Screening O=C1CCC(C(=O)N(c2ccccc2)C2(C(=O)NC3CCCCC3)CCCCC2)N1 (stereo unspecified) returned mouse EphA4 binding 14%.
Screening COc1ccc(C(=O)NCCSCc2ccc(C)cc2)cc1 returned mouse EphA4 binding -11%.
`CCOc1ccccc1NC(=O)CN(c1ccc(OC)cc1)S(=O)(=O)c1c(C)noc1C` gave mouse EphA4 binding 3%.
COc1ccc(Br)cc1/C=N/NC(=O)c1ccc(COc2ccc3c(c2)CCC3)o1 was read as mouse EphA4 binding -20%.
Screening Cc1nn(Cc2ccc(F)cc2)c(C)c1NC(=O)c1cnn2c1NC(c1ccccc1)CC2C(F)(F)F (stereo unspecified) returned mouse EphA4 binding -7%.
Cc1cc2nc(C3CCCN(C(=S)Nc4ccccc4C)C3)[nH]c2cc1C (stereo unspecified) was read as mouse EphA4 binding -21%.
Screening CCOC(=O)N1CCC(NC(=O)c2cc(C(=O)NCC(OC)OC)ccc2CO)CC1 returned mouse EphA4 binding -6%.
For COc1ccc(-n2c(-c3cnccn3)n[nH]c2=S)cc1 the results were mouse EphA4 binding -8%.
For COc1ccc(-c2noc(-c3ccc(Cl)cc3Cl)n2)cc1 the results were mouse EphA4 binding -10%.
For N#CC1=C2SCC(O)(c3ccccc3)N2C(=O)CC1c1ccccc1 (stereo unspecified) the results were mouse EphA4 binding -1%.
CCOC(=O)c1[nH]c2ccc(OC)cc2c1NC(=O)NC(C)C was read as mouse EphA4 binding -5%.
For O=C(Cc1ccccc1[N+](=O)[O-])NCc1ccccc1Cl the results were mouse EphA4 binding -15%.
Cc1nn(C(=O)c2ccco2)c(C)c1Sc1ccc(Br)cc1 was read as mouse EphA4 binding -10%.
For O=C(CN1C(=O)COc2ccccc21)Nc1ccc2c(c1)OCCO2 the results were mouse EphA4 binding -7%.
For CCCCCCn1c(COc2ccccc2F)nnc1SCC(=O)N1c2ccccc2NC(=O)C1(C)C the results were mouse EphA4 binding 1%.
`CC(C)(C)C(=O)COC(=O)c1cccc(NC(=O)c2ccco2)c1` gave mouse EphA4 binding -4%.
Screening Cc1ccc(C)c(N2CCN(S(=O)(=O)c3ccc4c(c3)CCC(=O)N4)CC2)c1 returned mouse EphA4 binding 2%.
`C=CCn1c(-c2ccoc2)n[nH]c1=S` gave mouse EphA4 binding -6%.
Cc1ccc(N=Cc2cccc(O)c2O)c(C)c1 was read as mouse EphA4 binding -4%.
Screening CCOC(=O)c1c(C)[nH]c(N=Nc2ccc(C)cc2C)c1C returned mouse EphA4 binding 1%.
For COc1ccc(C(CC(=O)c2ccc(C)cc2)Nc2ccc(Cl)cc2)cc1OC (stereo unspecified) the results were mouse EphA4 binding -3%.
For CCC(C(=O)Nc1ncn[nH]1)(C(F)(F)F)C(F)(F)F the results were mouse EphA4 binding -14%.
Screening CCOc1ccc(-n2nnnc2SCC(=O)c2ccccc2)cc1 returned mouse EphA4 binding -23%.
O=C(CCc1ccccc1)Nc1ncn[nH]1 was read as mouse EphA4 binding -7%.
`CC1(C)Cc2nc3sc4c(OCc5ccccc5)ncnc4c3cc2CO1` gave mouse EphA4 binding -15%.
Screening COc1ccc(S(=O)(=O)N2CCN(Cc3ccccc3)CC2)cc1 returned mouse EphA4 binding -12%.

Entries from the list above that contain two or more sulfur atoms (2):
For COc1ccc(-c2nc(NC(=O)CSc3nnc4ccccn34)ns2)cc1 the results were mouse EphA4 binding -12%.
Cc1ccc(S(=O)(=O)C/N=C(/NC(=S)N(c2ccccc2)c2ccccc2)c2ccccc2)cc1 was read as mouse EphA4 binding -19%.

Following part:
Screening O=C(COc1ccc(Cl)cc1)Nc1ccccc1 returned mouse EphA4 binding -3%.
`Cc1cccc(OCC(=O)O/N=C(\N)c2ccccn2)c1` gave mouse EphA4 binding -10%.
CCOc1ccc(NC(N)=O)cc1 was read as mouse EphA4 binding -8%.
Screening COc1ccc(CSC(=N)N)cc1[N+](=O)[O-] returned mouse EphA4 binding -10%.
`CC(=O)NC1=C(C(C)=O)C2C(C1)C2(C)C` (stereo unspecified) gave mouse EphA4 binding 0%.
Screening COc1ccc(N(Cc2ccco2)C(=O)c2ccccc2F)cc1OC returned mouse EphA4 binding -2%.
For COC(=O)C1=CN(C2CC2)C=C(C(=O)OC)C1c1ccccc1OC the results were mouse EphA4 binding -4%.
For Cn1c(=O)oc2cc(S(=O)(=O)Nc3cccc4c3CCCC4)ccc21 the results were mouse EphA4 binding 12%.
`O=C(O)c1ccc(N2CCCC2=O)cc1` gave mouse EphA4 binding 13%.
`Cc1sc(NC(=S)NC(=O)C(C)(C)C)c(C(N)=O)c1C` gave mouse EphA4 binding -4%.
CN1CCN(c2ccc([N+](=O)[O-])cc2C(=O)c2ccc(Br)cc2)CC1 was read as mouse EphA4 binding -2%.
Screening CCCCCCNCc1cccc(Br)c1 returned mouse EphA4 binding -16%.
Screening O=C(NC1CC2CCCC(C1)N2C(=O)Nc1ccc(Cl)c(C(F)(F)F)c1)C1CC1 (stereo unspecified) returned mouse EphA4 binding -15%.
COc1ccc(-c2nnc(NC(=O)c3ccc(S(=O)(=O)N4CCc5ccccc5C4)cc3)o2)cc1 was read as mouse EphA4 binding -10%.
COc1ccc(CCNC(=O)C2CC(c3cccc([N+](=O)[O-])c3)=NO2)cc1 (stereo unspecified) was read as mouse EphA4 binding -1%.

Compounds listed so far that have a CF3 group (3):
Screening Cc1nn(Cc2ccc(F)cc2)c(C)c1NC(=O)c1cnn2c1NC(c1ccccc1)CC2C(F)(F)F (stereo unspecified) returned mouse EphA4 binding -7%.
For CCC(C(=O)Nc1ncn[nH]1)(C(F)(F)F)C(F)(F)F the results were mouse EphA4 binding -14%.
Screening O=C(NC1CC2CCCC(C1)N2C(=O)Nc1ccc(Cl)c(C(F)(F)F)c1)C1CC1 (stereo unspecified) returned mouse EphA4 binding -15%.

4 compounds from above, sorted by molar mass, falling.
Screening O=C(NCCN1CCOCC1)c1cnn2c(-c3ccccc3)cc(-c3ccccc3)nc12 returned mouse EphA4 binding -9%.
For COc1ccc(C(CC(=O)c2ccc(C)cc2)Nc2ccc(Cl)cc2)cc1OC (stereo unspecified) the results were mouse EphA4 binding -3%.
CN1CCN(c2ccc([N+](=O)[O-])cc2C(=O)c2ccc(Br)cc2)CC1 was read as mouse EphA4 binding -2%.
`Cc1cccc(OCC(=O)O/N=C(\N)c2ccccn2)c1` gave mouse EphA4 binding -10%.

(cont.)
`COc1ccc(C2C(C(C)=O)=C(Nc3ccccc3)CC(C)(O)C2C(C)=O)cc1` (stereo unspecified) gave mouse EphA4 binding -4%.
For CCC(NS(=O)(=O)c1ccc(OC)cc1)C(=O)NCCC1=CCCCC1 (stereo unspecified) the results were mouse EphA4 binding 0%.
`O=C(CSc1nnnn1C1CCCC1)Nc1ccc(F)cc1` gave mouse EphA4 binding -15%.
`O=c1oc2ccccc2c(O)c1/C=C1\C=Nc2ccccc21` gave mouse EphA4 binding 10%.
For COc1cc(OC)c(C#N)c(S(=O)(=O)Cc2ccccc2)c1 the results were mouse EphA4 binding 2%.
`CCOc1ccc(NC(=O)CCS(=O)(=O)c2ccc3c(c2)CCCN3C(=O)CC)cc1` gave mouse EphA4 binding -5%.
For CC1C2CC(C(S(=O)(=O)N3CCOCC3)C2=O)C1(C)C (stereo unspecified) the results were mouse EphA4 binding -4%.
Screening O=C(c1cnc(-c2ccccc2)s1)c1ccc(Cl)cc1Cl returned mouse EphA4 binding -6%.
Cc1ccc(COc2ccccc2C=C2C(=O)NC(=S)NC2=O)cc1 was read as mouse EphA4 binding 24%.
CCOc1ccc(C(=O)Nc2ccc(O)c(-c3nc4ccccc4s3)c2)cc1Cl was read as mouse EphA4 binding 0%.
COc1ccc(N2CCN(C(=O)Cn3nnc(-c4ccc(OC)c(OC)c4)n3)CC2)cc1 was read as mouse EphA4 binding 0%.
For CN(CC(=O)NC1CCCCC1)S(=O)(=O)c1cccc2nsnc12 the results were mouse EphA4 binding -7%.
`C=CCNS(=O)(=O)c1sccc1/C=N/O` gave mouse EphA4 binding -17%.
CC(C)=CCCC1=CCC(/C(C)=N/NC(N)=O)CC1 (stereo unspecified) was read as mouse EphA4 binding 5%.
For Cc1ccc(-n2c(C)cc(C=O)c2C)cc1C the results were mouse EphA4 binding -16%.

2 compounds picked at random from the list so far, as already listed:
Screening O=C(c1cnc(-c2ccccc2)s1)c1ccc(Cl)cc1Cl returned mouse EphA4 binding -6%.
CCOc1ccc(C(=O)Nc2ccc(O)c(-c3nc4ccccc4s3)c2)cc1Cl was read as mouse EphA4 binding 0%.

Following part.
For COc1cccc(NC(=O)CSc2ncnc3c2oc2ccccc23)c1 the results were mouse EphA4 binding -9%.
For Cc1ccccc1OCC(=O)N/N=C1\CCOc2c(C)cccc21 the results were mouse EphA4 binding -7%.
For CC(C)(C)NCc1cccn1-c1sc2c(c1C#N)CCCC2 the results were mouse EphA4 binding 1%.
For O=C(NCCN1CCCC1)c1ccc(CS(=O)(=O)c2c(Cl)cccc2Cl)o1 the results were mouse EphA4 binding -4%.
`CN(C)c1oc(-c2ccccc2)nc1C#N` gave mouse EphA4 binding -4%.
Screening Cc1cc(C)n2cc(CSc3nnc(-c4ccccc4)o3)nc2n1 returned mouse EphA4 binding -11%.
For Cn1c(=O)c2c(nc(SCC(=O)N3c4ccccc4CCc4ccccc43)n2C)n(C)c1=O the results were mouse EphA4 binding -3%.
For CC(NC(=O)c1ccccc1Br)c1ccc2c(c1)CCCC2 (stereo unspecified) the results were mouse EphA4 binding 2%.
For Cc1ccc(N(CC(=O)NCc2ccncc2)S(=O)(=O)c2ccccc2)cc1C the results were mouse EphA4 binding -3%.
`Cn1c(SCC(=O)c2ccc3c(c2)Cc2ccccc2-3)nnc1-c1ccccc1` gave mouse EphA4 binding -14%.
COc1ccccc1OC(C)C(=O)O (stereo unspecified) was read as mouse EphA4 binding -7%.
For Cc1sc(NC(=O)C2CCCCC2C(=O)O)c(C(N)=O)c1-c1ccccc1 (stereo unspecified) the results were mouse EphA4 binding -3%.
`CCC1C(O)=C(c2ccccn2)C(=N)N1c1ccccc1` (stereo unspecified) gave mouse EphA4 binding -4%.
Cc1cc(C)c(S(=O)(=O)Nc2nnc(C)s2)c(C)c1 was read as mouse EphA4 binding -4%.
For CC(C)(C)NC(=O)Cn1cnc([N+](=O)[O-])n1 the results were mouse EphA4 binding -7%.
`CCC(C)NC(=O)c1c(C)cc(=O)oc1C` (stereo unspecified) gave mouse EphA4 binding -10%.
`CCCCOc1ccc2c(=O)c(-c3ccccc3OC)coc2c1` gave mouse EphA4 binding -6%.
`O=C(CSc1ncccc1-c1nc2ccccc2[nH]1)N1CCN(c2ccccc2F)CC1` gave mouse EphA4 binding 9%.
Screening COc1cc(C(=O)Nc2ccc(-c3nc4ccccc4[nH]3)cc2)cc(OC)c1OC returned mouse EphA4 binding 34%.
For Cc1ccc(S(=O)(=O)N(CCc2ccccc2)CC(=O)NCc2ccc(Cl)cc2)cc1 the results were mouse EphA4 binding -9%.
Screening CCn1c(CNC(=O)c2ccco2)nnc1SCC(=O)Nc1cc(C)c(C)cc1Br returned mouse EphA4 binding 0%.
For CCOc1ccc(OC(=O)NC(c2ccccc2)C(Cl)(Cl)Cl)cc1 (stereo unspecified) the results were mouse EphA4 binding -10%.
For COc1ccc(S(=O)(=O)N2CCN(C(=O)NCc3ccccc3)CC2)cc1 the results were mouse EphA4 binding -8%.
COCC(=O)Nc1cc([N+](=O)[O-])ccc1C was read as mouse EphA4 binding -9%.
For COc1ccc(NC(=O)OC(C)C)cc1 the results were mouse EphA4 binding -15%.
`Nc1nsnc1C(=O)NCCO` gave mouse EphA4 binding 2%.
